GSK3 alpha inh – blocks human GSK-3 alpha kinase; 0.1% of 320,000 active; inhibition, % at 10 µM; AID 2650; P49840; ADP-Glo luminescence, 60 min;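 in the data active means inhibition above about 50%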;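 further: GST-tagged GSK-3 alpha with peptide substrate and 25 µM ATP; 0% = DMSO neutral wells and 100% = GW8510 positive control wells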
Target sequence (P49840 whole entry, looked up): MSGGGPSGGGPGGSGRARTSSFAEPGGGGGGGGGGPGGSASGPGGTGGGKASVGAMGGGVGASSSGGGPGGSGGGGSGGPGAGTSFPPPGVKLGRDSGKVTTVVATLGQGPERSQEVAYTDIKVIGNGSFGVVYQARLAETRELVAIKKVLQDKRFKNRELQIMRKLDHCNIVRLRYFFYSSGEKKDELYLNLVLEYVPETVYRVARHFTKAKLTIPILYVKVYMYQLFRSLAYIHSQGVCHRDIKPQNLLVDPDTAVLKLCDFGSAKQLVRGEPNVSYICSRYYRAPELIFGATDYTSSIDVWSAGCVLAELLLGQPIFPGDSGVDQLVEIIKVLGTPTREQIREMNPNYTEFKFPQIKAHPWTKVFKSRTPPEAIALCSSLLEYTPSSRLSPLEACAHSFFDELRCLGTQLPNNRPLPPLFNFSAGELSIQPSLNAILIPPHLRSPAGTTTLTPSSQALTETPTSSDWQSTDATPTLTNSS
IEC-6 tox – kills IEC-6 intestinal cells in KLF5 counter-screen. AID 1825. IEC-6 cytotoxicity, luminescence viability. 0.78% of 290,000 active. inhibition, % at 5 µM; in the data active means inhibition above about 22%;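 further: 0% = plate median of test compound wells and 100% = cytotoxic reference compound wells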
HSF-1 act – increases HSF-1 driven luciferase reporter signal | NIH3T3-HGL HSF-1 luciferase reporter, MG132, 8 h; 100% = twice DMSO control signal | activation, % at 9 µM | 1.7% of 300,000 active | AID 504408;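 active means mean replicate activation of at least 50% with a set share of replicates each reaching 50%; inconclusive means only one of those two conditions met; inactive means mean below 50% and too few replicates reaching it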;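 further: 0% = median of the neutral control wells and 100% = twice that signal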
KLF5 inhibitor – inhibitors of KLF5 expression | DLD-1 KLF5 promoter-luciferase reporter, luminescence | inhibition, % at 5 µM | 0.23% of 290,000 active | AID 1700;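 active means inhibition above a per-plate limit of that plate's mean compound inhibition plus 3 SD, cut at about 60% in these data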;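 further: 0% = DMSO wells and 100% = LY294002 at 200 µM; higher means less KLF5 promoter-driven luciferase light; inactives centre near -14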
HSF1 inhib – HSF1 inhibition. NIH3T3-HGL HSE-luciferase, MG132-induced, luminescence 8 h; hits give low values. 0.77% of 300,000 active. activity change, negative = inhibition, % at 7.5 µM (by protocol);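 active means more than half of replicate wells show activity change below -50%, luminescence cut by over half; inconclusive means some wells, but at most half, below -50%; inactive means no replicate well below -50%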;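 further: luciferase reports HSF-1 transcriptional activity via heat shock element; 0% = median of DMSO wells and -100% = zero luminescence signal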
Platelet DG rel – platelet dense granule release activity | human platelet-rich plasma, SFLLRN dense granule ATP release, luminescence | inhibition, %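 (compounds screened at 7.5 µM in platelet-rich plasma)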 | 0.22% of 300,000 active | AID 1663;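 active means mean replicate score, as percent of positive control, at or above 50; inconclusive means mean below 50 but at least one replicate at or above 50; inactive means mean and every replicate below 50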
DYRK1A inh – Dyrk1A (rat) kinase inhibition; Q63470; ADP-Glo luminescence, NFATc1 peptide; inhibition, % at 12.5 µM; 0.43% of 310,000 active; AID 504441; in the data active means inhibition above about 50%;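 further: plate controls were vehicle with enzyme for no effect and no enzyme for full effect; many of its hits are not listed in these tables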
HSP90 inh – blocks HSP90-mediated luciferase refolding in reticulocyte lysate | Rabbit reticulocyte lysate, luciferase refolding luminescence, 3 h | inhibition, % at 5.6 µM | 0.91% of 290,000 active | AID 1789;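 active means inhibition above the screen-wide mean plus 3 SD, computed separately per campaign, cut at about 16% in these data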;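 further: 0% = DMSO wells and 100% = 60 µM geldanamycin wells; inhibitors lower the luminescence because luciferase stays unfolded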
aSyn 5UTR inh – 5' untranslated region of α-synuclein, MLPCN primary screen; alpha-synuclein 5'UTR reporter, inhibitor activity; inhibition, % (tested at 7.5 µM); 0.82% of 300,000 active; in the data active means inhibition above about 60%; inconclusive means no clear call, values can overlap the other calls;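 further: H4 neuroglioblastoma cells stably carrying SNCA 5'UTR luciferase fusion; 0% = DMSO wells and 100% = positive control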
GSK3beta inhib – inhibitors of human GSK3beta kinase. 0.038% of 300,000 active. AID 2097. activity score (negative = inhibition), % at 10 µM. P49841. GST-GSK3beta kinase, ADP-Glo luminescence, 60 min; hits give low values;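 active means more than half of replicate wells score below -50%, meaning over 50% inhibition versus plate controls; inconclusive means some replicates but at most half score below -50%; inactive means no replicate scores below -50%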;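 further: 0% = median DMSO wells and -100% = median GW8510 positive control wells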
Target sequence (P49841 whole entry, looked up): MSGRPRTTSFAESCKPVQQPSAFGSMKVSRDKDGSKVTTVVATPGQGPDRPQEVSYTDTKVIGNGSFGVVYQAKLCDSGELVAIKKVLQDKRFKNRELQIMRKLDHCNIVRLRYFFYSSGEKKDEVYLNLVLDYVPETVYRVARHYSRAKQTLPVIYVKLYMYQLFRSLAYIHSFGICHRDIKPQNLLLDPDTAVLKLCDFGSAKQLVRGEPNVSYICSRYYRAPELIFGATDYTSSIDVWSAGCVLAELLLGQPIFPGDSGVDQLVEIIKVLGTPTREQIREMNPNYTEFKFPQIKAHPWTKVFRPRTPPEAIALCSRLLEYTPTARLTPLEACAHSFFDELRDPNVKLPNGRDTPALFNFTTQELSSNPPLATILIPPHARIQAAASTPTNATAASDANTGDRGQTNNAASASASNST
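test system = GST-tagged human GSK3beta kinase, cell-free | reagent = 25 µM ATP with peptide substrate | dosing = one dose of 10 µM per compound | schedule = 60 min reaction, RT | detection = luminescent ADP-Glo measurement of ADP formed | control set = DMSO neutral wells and GW8510 at 20 µM as positive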
* marks the source's active call; other numbers are inactive results; ? = inconclusive; . = not tested or not shown. Not all compounds are listed. The share of hits here may be higher or lower than overall.

SMILES	GSK3 alpha inh	IEC-6 tox	HSF-1 act	KLF5 inhibitor	HSF1 inhib	Platelet DG rel	DYRK1A inh	HSP90 inh	aSyn 5UTR inh	GSK3beta inhib
Cc1onc(-c2ccccc2)c1C(=O)Nc1ccc2c(c1)OCCO2	-1	5	-14	0	-5	-6	-4	5	11	0
COc1ccc(OCc2nnc(SCC(=O)NC3CC3)n2C)cc1	0	-4	15	-5	4	7	-2	7	16	-1
CN1OC(COC(=O)c2ccc(Cl)cc2)CC1c1ccccc1 (stereo not drawn)	-1	-3	49	-14	32	-10	3	-5	-11	5
O=C(Cc1c(O)c2ccccc2[nH]c1=O)NC1CCCCCC1	0	6	18	-36	-4	12	5	3	23	2
O=C(CCCn1c(SCc2cccc(F)c2)nc2ccccc2c1=O)NCC1CCCO1 (stereo not drawn)	-7	-1	-2	-11	2	-2	-2	1	-5	-3
O=C(c1ccc([N+](=O)[O-])cc1)N1CCN=C1SCc1ccccc1	1	13	10	2	-5	9	5	-1	-27	1
COc1ccc(N2C(=O)/C(=C\c3ccco3)N=C2SCC(=O)NC(C)(C)C)cc1Cl	.	0	?	-41	27	8	-10	2	12	0
C=CCn1c(C)cc(C(=O)COC(=O)/C=C/c2ccc(OC)cc2)c1C	-1	-2	27	22	1	-3	2	5	28	3
OC1OC[C@@H](O)[C@H](O)[C@H]1O (stereo partly drawn)	-2	.	-77	.	-72*	15	.	.	6	-4
Cc1ccc(C)c(NC(=O)CSc2nnc(-c3ccncc3)n2N)c1	-3	8	-10	-19	5	-3	-2	-2	-5	0
O=C(Nc1cccnc1)c1cccc(S(=O)(=O)N2CCc3ccccc32)c1	0	-1	-4	-13	-10	5	-1	-3	-16	-1
O=C(NCC1OCCc2ccccc21)c1ccc(NC(=O)c2ccc(Cl)cc2Cl)cc1 (stereo not drawn)	0	-7	-6	-39	-3	5	5	3	12	2
Cn1cccc1/C=C1\SC(=S)N(NC(=O)c2ccccc2O)C1=O	-3	-4	-7	10	2	12	-2	2	10	4
O=C(c1ccco1)N1CCN=C1SCc1ccc(F)cc1	-1	0	15	-35	1	11	8	0	-11	1
COC(=O)C1CN(C(=O)COc2ccccc2)c2ccccc2O1 (stereo not drawn)	-2	-8	6	-18	2	3	0	0	6	1
Cc1ccc(COCCN2CCN(S(=O)(=O)c3ccc(C)cc3)CCC2=O)cc1	-7	2	-24	-24	-2	0	10	-2	31	2
CC1CCc2c(C(=O)Nc3cccc(-c4nn[nH]n4)c3)csc2C1 (stereo not drawn)	7	42*	-2	-32	2	6	67*	-4	-5	2
O=C(O)C1CCN(S(=O)(=O)Cc2ccccc2)CC1	-1	-5	-3	-28	-3	4	5	-2	3	-3
Cn1c(=O)c2c(ncn2CCc2ccccc2)n(C)c1=O	.	10	4	-16	-3	-2	-69	4	-4	2
COc1ccc(NC(=O)COC(=O)CNS(=O)(=O)c2ccccc2)cc1OC	0	-2	2	-58	8	-13	-3	0	-8	3
O=C(Nc1ccc(NC(=O)c2cccs2)cc1)c1ccc(Br)o1	1	1	16	-15	17	-3	5	-3	-39	2
O=C(O)c1ccc(NC(=O)c2cccs2)cc1	0	-1	-20	-5	-3	10	7	0	-9	-2
Cc1cccc(NC(=O)COC(=O)Cc2cccs2)c1C	-1	.	1	.	-3	6	15	.	9	2
CCn1c(SCC(=O)N2CCN(c3ccccc3)CC2)nnc1-c1cc2cc(Cl)ccc2o1	-2	-6	4	-40	7	-3	7	-3	14	-1
CC(C(=O)Nc1ccc2c(c1)OCCO2)n1nnc(-c2ccccc2)n1 (stereo not drawn)	-1	-3	-3	-46	-10	4	1	3	12	0

Remaining list, next part.
SMILES	GSK3 alpha inh	IEC-6 tox	HSF-1 act	KLF5 inhibitor	HSF1 inhib	Platelet DG rel	DYRK1A inh	HSP90 inh	aSyn 5UTR inh	GSK3beta inhib
COc1ccc(OCCSc2ncn[nH]2)cc1	0	0	10	-32	8	-3	3	3	-24	-19
CN(/N=C/c1ccc(Cl)cc1)c1ncc(Cl)cc1C(F)(F)F	-2	-3	16	-54	2	0	.	-1	-46	0
O=C(Nc1ccccc1)c1cc(S(=O)(=O)N2CCOCC2)cs1	-2	7	-15	-22	-4	5	3	1	-9	-1
Cc1ccc(SCc2noc(-c3c(C)noc3C)n2)cc1	-2	-4	13	-16	9	-3	.	1	23	2
Cc1cc(C(=O)Nc2ccc(Br)cc2F)n(-c2ccccc2)n1	-1	2	4	-7	3	-3	-5	2	-9	0
Cc1cc(C)cc(N(CC(=O)Nc2cccc(C)n2)S(=O)(=O)c2c(C)noc2C)c1	0	-5	4	-13	-6	-6	13	-2	2	1
Cc1cccc(N(CC(=O)NCc2ccco2)C(=O)CCC(=O)Nc2ccccn2)c1	.	-5	-15	5	-4	-2	-1	-1	8	1
CN(C(=S)Nc1ccccc1F)C1(c2ccccc2Cl)CCCCC1=O (stereo not drawn)	-1	0	4	3	-4	1	-8	0	-20	3
COC(=O)c1cc2ccsc2n1CC(=O)NCC1CCCO1 (stereo not drawn)	-5	-2	2	-18	0	4	.	-1	-25	1
O=C(NCc1ccccn1)Nc1ccc(F)cc1	-7	2	10	-44	6	0	-5	3	-11	1
Fc1cccc(CN2CCN(Cc3nc(-c4cnccn4)no3)CC2)c1	-1	3	-8	-4	-1	3	.	1	-3	-1
O=C(CCCOc1ccc(Br)cc1)NNC(=O)c1ccncc1	-2	.	-10	.	-5	0	3	.	1	1
COc1ccc(CNC(=O)C2=CC(c3ccc(OC)c(OC)c3)=NS(=O)(=O)N2C)cc1	-1	-4	2	-20	-4	1	-1	-3	2	1
CSc1ccc(/C=C/C(=O)c2ccc(NC(=O)C(C)C)cc2)cc1	-3	8	1	4	5	2	-5	2	-18	-1
Cc1ccc(CN2CCN(Cc3c[nH]c4ccccc34)CC2CCO)o1 (stereo not drawn)	-6	4	-2	-28	-2	0	3	-4	-9	-1
COc1ccc(CCC(=O)N2CCCC(Nc3ccc(OC)cc3)C2)cc1 (stereo not drawn)	3	3	-6	-28	-1	-6	5	0	10	-1
CN(C)CCOC(=O)C12CC3CC(CC(C3)C1)C2	-1	-2	-14	-19	-6	7	-3	-1	21	6
O=C(CCN1C(=O)COc2ccccc21)NCCN1CCN(c2ccccc2F)CC1	0	-4	14	-23	-1	0	-3	1	36	3
O=C(Nc1ccncc1)C1CCN(S(=O)(=O)c2ccc(Cl)cc2)CC1	0	.	-16	.	-6	-4	13	.	8	0
O=C(NCCc1ccccc1)c1ccc(NC(=O)c2cccnc2)cc1	1	0	-16	-6	5	-2	-5	-1	-1	2
CC1CCc2sc(C(=O)NN)cc2C1 (stereo not drawn)	-1	-4	-3	-3	-2	10	3	-4	-18	1
Cc1cc(Cl)ccc1OCC(=O)N(Cc1cccs1)C1CCS(=O)(=O)C1 (stereo not drawn)	-2	-3	41	-32	16	0	-4	23*	-6	-2
COc1ccc(/C=C2\Oc3cc(OCC(=O)N4CCC(C(=O)O)CC4)ccc3C2=O)c(OC)c1OC	-3	-4	1	-34	-4	-1	0	0	4	3
CN(C)S(=O)(=O)c1cc(NC(=O)CSc2ncc(C(F)(F)F)cc2Cl)ccc1Cl	1	2	24	-36	13	1	3	2	10	4
Cn1cc(CN2C[C@H]3CC[C@H]2C3)c(-c2ccccc2F)n1	2	10	-6	-1	1	9	28	0	19	-5

More compounds follow.
SMILES	GSK3 alpha inh	IEC-6 tox	HSF-1 act	KLF5 inhibitor	HSF1 inhib	Platelet DG rel	DYRK1A inh	HSP90 inh	aSyn 5UTR inh	GSK3beta inhib
Cc1c(C)c2ccc(O[C@@H]3O[C@H](CO)[C@H](O)[C@H](O)[C@H]3O)cc2oc1=O	0	2	7	-38	3	1	-2	2	10	5
COc1ccc(NC(=O)c2ccc(NC(=O)CN(C)CC(=O)Nc3c(C)cccc3C)cc2)cc1	-3	-6	-3	8	-6	-4	-12	-2	-3	-2
CC1(OC(=O)CCc2ccccc2)C(=O)C=C2C=C(c3ccc(C#N)cc3)N(C(CO)CO)C=C2C1=O (stereo not drawn)	0	.	-10	.	-3	2	2	.	9	0
C/C(=N\Nc1nc(C)cc(C)n1)c1ccc(C)o1	6	2	0	-26	-4	4	.	0	-29	2
COC(=O)CSc1nc(N)c(C#N)c(-c2ccco2)c1C#N	0	-1	8	-7	-4	-35	1	-1	1	2
COc1cccc(CNS(=O)(=O)c2cc3c(cc2C)n(C)c(=O)c(=O)n3C)c1	.	-5	-5	-2	-4	3	8	-1	17	-5
Cc1ccc(C(=O)n2nc(-n3cccc3)c3c(C)cc(C)nc32)cc1	.	-3	18	-17	-3	-2	-4	-2	7	0
Cc1c(NS(=O)(=O)c2ccc3[nH]c(=O)[nH]c3c2)c(=O)n(-c2ccccc2)n1C	-2	-4	0	-2	-3	-1	2	-1	0	-1
Cc1nc(N)nc(Nc2ccc(Cl)cc2)c1Br	-3	14	6	-17	0	10	1	0	-22	0
COc1ccc(NC(=O)CSC2=NCCN2)cc1	1	6	-33	-22	-23	3	.	-3	-21	0
O=C(Nc1cc(F)ccc1F)c1ccc(-n2cncn2)c([N+](=O)[O-])c1	.	.	-9	.	4	-21	18	.	-12	-3
COc1ccc(-n2c(SCC(=O)OC(C)C)nnc2-c2ccccn2)cc1	1	3	3	-39	0	-1	4	-3	4	1
COC(=O)C1=C(C)NC(=O)NC1c1ccc([N+](=O)[O-])o1 (stereo not drawn)	5	6	12	3	2	5	-2	7	-27	2
Cn1c(=O)c2c(nc(OCc3ccccc3)n2C)n(C)c1=O	-2	-2	-10	-30	-8	6	-7	-1	0	2
COc1ccc(C(=O)Nc2ccccc2Cc2ccccc2)c(OC)c1	-3	-2	7	-24	6	0	10	2	1	1
COC(=O)[C@H](C)NC(=O)Nc1ccc(OC)c(OC)c1	-4	2	-18	-25	-7	4	-2	1	6	-1
CCNc1c(NC(=O)c2ccc3c(c2)OCO3)c(=O)oc2ccccc12	-1	-2	30	7	16	0	.	-3	14	-3
Cc1ccc(-c2oc3ccccc3c(=O)c2OCC(=O)O)cc1	-2	6	-1	-26	14	-3	2	-6	7	-1
O=S(=O)(c1ccccc1)N1CCN=C1SCc1ccccc1Cl	-3	-5	8	-16	0	-2	-4	-1	10	1
Cc1ccc(-c2nnnn2C2C/C(=N\NC(N)=S)C3OCC2O3)cc1 (stereo not drawn)	-1	5	-2	-28	1	0	-1	-2	-2	1
COCCn1nnnc1C(c1cccs1)N1CCN(c2ccccc2)CC1 (stereo not drawn)	-1	2	31	-1	10	-16	-3	-3	-13	1
CCOC(=O)C1=C(C)N=C2SCCC(=O)N2C1c1cc(Br)ccc1OC (stereo not drawn)	0	3	.	-4	.	11	-1	0	1	0
O=C(N/N=C/c1ccco1)c1cc(-c2ccc(Cl)cc2)n[nH]1	3	1	0	-9	-4	3	-3	-2	10	2

Compound activity: PubChem BioAssay, several laboratories
